Screens deposited in PubChem by several laboratories.
HDAC3 inhib: blocks human histone deacetylase 3; O15379; recombinant HDAC3, fluorogenic peptide/trypsin coupled, fluorescence; inhibition, % at 8.3 µM; 320,000 compounds, 0.15% hits; in the data active means inhibition above about 26%, passing the limit was not always enough; inconclusive means no clear call, values can overlap the other calls
Target sequence (O15379 whole entry, looked up): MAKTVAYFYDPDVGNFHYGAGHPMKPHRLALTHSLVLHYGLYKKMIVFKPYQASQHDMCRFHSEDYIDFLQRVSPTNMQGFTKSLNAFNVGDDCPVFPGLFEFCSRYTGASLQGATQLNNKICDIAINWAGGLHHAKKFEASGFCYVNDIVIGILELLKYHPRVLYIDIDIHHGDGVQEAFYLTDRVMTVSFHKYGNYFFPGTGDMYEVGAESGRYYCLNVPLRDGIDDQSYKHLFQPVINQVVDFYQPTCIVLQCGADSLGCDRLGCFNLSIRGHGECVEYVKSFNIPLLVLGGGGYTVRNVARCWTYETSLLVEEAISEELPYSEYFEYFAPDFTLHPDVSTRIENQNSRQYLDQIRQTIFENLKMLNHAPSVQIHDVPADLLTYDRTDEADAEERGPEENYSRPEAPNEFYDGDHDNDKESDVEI
HIF act: HIF pathway transcriptional activation; U2OS HRE-luciferase reporter, luminescence; normalized: DMSO 0%, desferrioxamine 100%; activation, % at 7.5 µM (by protocol); 300,000 compounds, 0.32% hits; AID 1910;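 active means mean activation of at least 10% of the iron chelator positive control signal, with at least half of replicates also reaching 10%; inconclusive means mean and replicate majority disagree about reaching 10%; inactive means mean and most replicates under 10%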
AI-2 QS mod: modulators of Vibrio harveyi AI-2 quorum sensing system; 300,000 compounds, 0.4% hits; activity change, % at 7.5 µM; Vibrio harveyi JMH597 AI-2 luminescence/OD600 ratio, 9 h; active compounds read low; strain lacks LuxN and CqsS sensors; 0 = neutral-control median; in the data active means activity change below about -75%, passing the limit was not always enough; inconclusive means no clear call, values can overlap the other calls;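 further: luminescence divided by OD600 gain over 9 h not by final OD600 alone; inactives centre near 13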
KLF5 inhibitor: suppresses KLF5 promoter-driven expression. DLD-1 KLF5 promoter-luciferase reporter, luminescence. inhibition, % at 5 µM. 290,000 compounds, 0.23% hits;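 active means inhibition above a per-plate limit of that plate's mean compound inhibition plus 3 SD, cut at about 60% in these data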;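 further: 0% = DMSO wells and 100% = LY294002 at 200 µM; higher means less KLF5 promoter-driven luciferase light; inactives centre near -14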
HSF1 inh: HSF1 inhibition | 300,000 compounds, 0.77% hits | AID 2098 | NIH3T3-HGL HSE-luciferase, MG132-induced, luminescence 8 h; active compounds read low | activity change, negative = inhibition, % at 7.5 µM (by protocol);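 active means more than half of replicate wells show activity change below -50%, luminescence cut by over half; inconclusive means some wells, but at most half, below -50%; inactive means no replicate well below -50%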;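 further: luciferase reports HSF-1 transcriptional activity via heat shock element; 0% = median of DMSO wells and -100% = zero luminescence signal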
HSP90 refold inh: inhibitors of HSP90 luciferase refolding in rabbit reticulocyte lysate; luciferase refolding luminescence, 3 h; inhibition, % at 5.6 µM; 290,000 compounds, 0.91% hits; AID 1789;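 active means inhibition above the screen-wide mean plus 3 SD, computed separately per campaign, cut at about 16% in these data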;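 further: 0% = DMSO wells and 100% = 60 µM geldanamycin wells; inhibitors lower the luminescence because luciferase stays unfolded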
aSyn UTR inh: MLPCN primary screen, SNCA 5' untranslated region; 300,000 compounds, 0.82% hits; AID 1813; alpha-synuclein 5'UTR reporter, inhibitor activity; inhibition, % (tested at 7.5 µM); in the data active means inhibition above about 60%; inconclusive means no clear call, values can overlap the other calls;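 further: H4 neuroglioblastoma cells stably carrying SNCA 5'UTR luciferase fusion; 0% = DMSO wells and 100% = positive control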
HSF-1 act: increases HSF-1 driven luciferase reporter signal; NIH3T3-HGL HSF-1 luciferase reporter, MG132, 8 h; 100% = twice DMSO control signal; activation, % at 9 µM; 300,000 compounds, 1.7% hits; AID 504408;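 active means mean replicate activation of at least 50% with a set share of replicates each reaching 50%; inconclusive means only one of those two conditions met; inactive means mean below 50% and too few replicates reaching it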;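 further: 0% = median of the neutral control wells and 100% = twice that signal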
IEC-6 cytotox: IEC-6 cytotoxicity, counter-screen for KLF5 inhibitors; luminescence viability; inhibition, % at 5 µM; 290,000 compounds, 0.78% hits; AID 1825; in the data active means inhibition above about 22%;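 further: 0% = plate median of test compound wells and 100% = cytotoxic reference compound wells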
Platelet DG rel: modulates dense granule release in human platelets; human platelet-rich plasma, SFLLRN dense granule ATP release, luminescence; inhibition, %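 (compounds screened at 7.5 µM in platelet-rich plasma)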; 300,000 compounds, 0.22% hits;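 active means mean replicate score, as percent of positive control, at or above 50; inconclusive means mean below 50 but at least one replicate at or above 50; inactive means mean and every replicate below 50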
Numbers without * were called inactive.

`COc1ccc(CNC(=O)c2cnc(C)cn2)c(OC)c1` gave HDAC3 inhib 1, HIF act 0.0, AI-2 QS mod 30, KLF5 inhibitor 5, HSF1 inh -7, HSP90 refold inh -1, aSyn UTR inh 14, HSF-1 act -1, IEC-6 cytotox 10 and Platelet DG rel -4.
For CC1CCCCC1NC(=O)C1CCN(S(=O)(=O)c2ccc(-n3cnnn3)cc2)CC1 (stereo not drawn) the results were HDAC3 inhib -14, HIF act 0.2, AI-2 QS mod 32, KLF5 inhibitor 14, HSF1 inh -6, HSP90 refold inh -1, aSyn UTR inh -19, HSF-1 act -9, IEC-6 cytotox 0 and Platelet DG rel 2.
CC(=O)N1c2ccccc2C(C)CC12CCCCC2 (stereo not drawn) was read as HDAC3 inhib -4, HIF act 0.8, AI-2 QS mod 18, KLF5 inhibitor -7, HSF1 inh -2, HSP90 refold inh -3, aSyn UTR inh 17, HSF-1 act 3, IEC-6 cytotox -1 and Platelet DG rel 1.
Screening Cc1ccc(-c2cc(N)n(Cc3ccc(Cl)cc3)n2)cc1 returned HDAC3 inhib 7, HIF act -0.8, AI-2 QS mod -21, KLF5 inhibitor -20, HSF1 inh 11, HSP90 refold inh 4, aSyn UTR inh -6, HSF-1 act -5, IEC-6 cytotox 5 and Platelet DG rel inconclusive.
`Nc1ccccc1N1C(=O)c2cccc3cccc(c23)C1=O` gave HDAC3 inhib 3, HIF act 0.2, AI-2 QS mod 23, HSF1 inh 2, aSyn UTR inh -4, HSF-1 act 22 and Platelet DG rel -12.
CC(=O)/C(C(=N)N1CCN(c2cccc(Cl)c2)CC1)=C(\C)O was read as HDAC3 inhib -6, HIF act -0.2, AI-2 QS mod 32, KLF5 inhibitor -13, HSF1 inh -5, HSP90 refold inh -2, aSyn UTR inh 6, HSF-1 act 1, IEC-6 cytotox -1 and Platelet DG rel -6.
`Cc1c(Br)c([N+](=O)[O-])nn1CC(=O)N1CCN(Cc2ccccc2)CC1` gave HDAC3 inhib -1, HIF act -0.1, AI-2 QS mod 23, KLF5 inhibitor 3, HSF1 inh -9, HSP90 refold inh 3, aSyn UTR inh -19, HSF-1 act -16, IEC-6 cytotox 10 and Platelet DG rel 0.
O=C(COc1ccc(Cl)cc1)NCc1nnc2c3ccccc3c(-c3ccccc3)nn12 was read as HDAC3 inhib 1, HIF act -0.1, AI-2 QS mod 35, KLF5 inhibitor -2, HSF1 inh 6, HSP90 refold inh 3, aSyn UTR inh 4, HSF-1 act 18, IEC-6 cytotox -5 and Platelet DG rel 8.
`NS(=O)(=O)c1ccc(S(=O)(=O)NCCc2ccccc2)cc1` gave HDAC3 inhib 1, HIF act -0.3, AI-2 QS mod 47, KLF5 inhibitor -28, HSF1 inh 4, HSP90 refold inh 0, aSyn UTR inh 7, HSF-1 act 2, IEC-6 cytotox 3 and Platelet DG rel -1.
`Cn1c(=O)[nH]c(=O)c2c1nc(NCCc1ccccc1)n2CC(O)COc1ccccc1` (stereo not drawn) gave HDAC3 inhib -1, HIF act -0.4, AI-2 QS mod 2, KLF5 inhibitor -12, HSF1 inh -2, HSP90 refold inh 0, aSyn UTR inh 7, HSF-1 act 6, IEC-6 cytotox 4 and Platelet DG rel 2.
For CCn1c(C)nc2cc(C(=O)OC)ccc21 the results were HDAC3 inhib -6, HIF act 0.3, AI-2 QS mod 10, KLF5 inhibitor -41, HSF1 inh 5, HSP90 refold inh -3, aSyn UTR inh -21, HSF-1 act 15, IEC-6 cytotox -10 and Platelet DG rel 1.
COc1ccc(S(=O)(=O)Nc2cc3c4c(c2)CCN4C(=O)CC3)cc1C was read as HDAC3 inhib -4, HIF act -1.6, AI-2 QS mod 8, HSF1 inh -6, aSyn UTR inh 29, HSF-1 act 4 and Platelet DG rel 4.
For N#C/C(=C\c1cccc(Br)c1)C(=O)N1CCCCC1 the results were HDAC3 inhib -5, HIF act 0.2, AI-2 QS mod 10, KLF5 inhibitor -20, HSF1 inh -4, HSP90 refold inh 17*, aSyn UTR inh -3, HSF-1 act 22, IEC-6 cytotox 4 and Platelet DG rel -5.
Cc1cc(=O)oc2cc(OCC(=O)NC3CCCC3)ccc12 was read as HDAC3 inhib 4, HIF act 0.2, AI-2 QS mod 48, KLF5 inhibitor -4, HSF1 inh 4, HSP90 refold inh 0, aSyn UTR inh 2, HSF-1 act 5, IEC-6 cytotox 5 and Platelet DG rel -8.
Cc1nsc(N)c1C(=O)O was read as HDAC3 inhib -2, HIF act -1.5, AI-2 QS mod 7, KLF5 inhibitor -15, HSF1 inh -5, HSP90 refold inh 1, aSyn UTR inh 4, HSF-1 act 9, IEC-6 cytotox -6 and Platelet DG rel -6.
For COc1ccc(CNC(=O)NCCc2c[nH]c3ccccc23)cc1 the results were HDAC3 inhib -5, HIF act -48, AI-2 QS mod -71, KLF5 inhibitor -28, HSF1 inh -7, HSP90 refold inh 0, aSyn UTR inh -20, HSF-1 act 22, IEC-6 cytotox -1 and Platelet DG rel -14.
For CCOC(=O)Cc1cnc(NC(=O)CSc2nc3ncnc(N)c3[nH]2)s1 the results were HDAC3 inhib 1, HIF act -0.1, AI-2 QS mod 35, KLF5 inhibitor -12, HSF1 inh -4, HSP90 refold inh 1, aSyn UTR inh -2, HSF-1 act -8, IEC-6 cytotox 0 and Platelet DG rel 0.
Cc1nc([N+](=O)[O-])cn1CC(=O)Nc1ccc(Cl)cc1 was read as HDAC3 inhib 3, HIF act -1.1, AI-2 QS mod -21, KLF5 inhibitor -35, HSF1 inh 0, HSP90 refold inh -6, aSyn UTR inh 6, HSF-1 act 3, IEC-6 cytotox -10 and Platelet DG rel 1.
For CCOCCCNC(=O)C1CCN(S(=O)(=O)N2CCCC2)CC1 the results were HDAC3 inhib -1, HIF act 0.3, AI-2 QS mod 18, KLF5 inhibitor 2, HSF1 inh -11, HSP90 refold inh 0, aSyn UTR inh 19, HSF-1 act -2, IEC-6 cytotox -1 and Platelet DG rel 1.
CCCC(C)NC(=O)C1CCN(C(=O)C2CC(=O)N(c3ccc(C)cc3)C2)CC1 (stereo not drawn) was read as HDAC3 inhib 0, HIF act -1.1, AI-2 QS mod 17, KLF5 inhibitor -23, HSF1 inh -9, HSP90 refold inh -2, aSyn UTR inh -16, HSF-1 act -12, IEC-6 cytotox 2 and Platelet DG rel 13.
For COc1ccc(N2CCN(C(CNC(=O)C3CCCCC3)c3cccnc3)CC2)cc1 (stereo not drawn) the results were HDAC3 inhib 2, HIF act 0.3, AI-2 QS mod 7, KLF5 inhibitor -16, HSF1 inh -4, HSP90 refold inh 3, aSyn UTR inh 11, HSF-1 act 5, IEC-6 cytotox -4 and Platelet DG rel 23.
`Cn1c(SCC(=O)Nc2ccc(Br)cn2)nnc1C1CC1` gave HDAC3 inhib -2, HIF act 0.6, AI-2 QS mod 11, KLF5 inhibitor -34, HSF1 inh 1, HSP90 refold inh -4, aSyn UTR inh 8, HSF-1 act -16, IEC-6 cytotox 2 and Platelet DG rel 4.
`CC1(C)CC(=O)c2sc(NS(=O)(=O)c3cc(Cl)ccc3Cl)nc2C1` gave HDAC3 inhib 9, HIF act 0.4, AI-2 QS mod 22, KLF5 inhibitor 1, HSF1 inh -1, HSP90 refold inh 3, aSyn UTR inh -3, HSF-1 act 17, IEC-6 cytotox -8 and Platelet DG rel -2.
Screening O=C(NC(=O)c1ccccc1)Nc1ccccc1O returned HDAC3 inhib 2, HIF act 1.3, AI-2 QS mod 3, KLF5 inhibitor -158, HSF1 inh 35, HSP90 refold inh 12, aSyn UTR inh 16, HSF-1 act 49, IEC-6 cytotox 2 and Platelet DG rel 4.
For O=C(Nc1cc2c3c(c1)C1CCCC1CN3CC1CCCC21)c1ccc([N+](=O)[O-])cc1 (stereo not drawn) the results were HDAC3 inhib -8, HIF act 0.0, AI-2 QS mod 14, KLF5 inhibitor -13, HSF1 inh -4, HSP90 refold inh 3, aSyn UTR inh 18, HSF-1 act 6, IEC-6 cytotox -1 and Platelet DG rel 0.
`COCCn1c(C)cc(C(=O)Cn2nc(C(=O)O)c3ccccc3c2=O)c1C` gave HDAC3 inhib 2, HIF act 3.6, AI-2 QS mod 0, KLF5 inhibitor -111, HSF1 inh -17, HSP90 refold inh 67*, aSyn UTR inh -116, HSF-1 act -30, IEC-6 cytotox 2 and Platelet DG rel -2.
CC(NC(=O)c1nn(C)c(=O)c2ccccc12)c1ccccc1 (stereo not drawn) was read as HDAC3 inhib 0, HIF act -0.3, AI-2 QS mod 5, KLF5 inhibitor -2, HSF1 inh -4, HSP90 refold inh 3, aSyn UTR inh 7, HSF-1 act 26, IEC-6 cytotox 4 and Platelet DG rel 2.
CN1CCN(CC(=O)NC2CCCCC2)CC1 was read as HDAC3 inhib 1, HIF act 0.1, AI-2 QS mod -2, KLF5 inhibitor -5, HSF1 inh -3, HSP90 refold inh 5, aSyn UTR inh -9, HSF-1 act -13, IEC-6 cytotox 5 and Platelet DG rel -2.
Screening Cc1cccnc1NC(=O)c1ccc2nc(N)sc2c1 returned HDAC3 inhib 4, HIF act 0.2, AI-2 QS mod 14, KLF5 inhibitor -36, HSF1 inh -5, HSP90 refold inh -3, aSyn UTR inh -41, HSF-1 act 1, IEC-6 cytotox 0 and Platelet DG rel -18.
For Cc1cc(C)c2nc(N3CCCC3)c(C#N)cc2c1 the results were HDAC3 inhib -9, HIF act 0.9, AI-2 QS mod 5, KLF5 inhibitor -17, HSF1 inh -4, HSP90 refold inh 4, aSyn UTR inh -47, HSF-1 act 12, IEC-6 cytotox -3 and Platelet DG rel 3.
`CCOC(=O)c1ccc(-c2c(-c3ccc4c(c3)OCO4)noc2-c2ccsc2)cc1F` gave HDAC3 inhib 2, HIF act -1.9, AI-2 QS mod 23, KLF5 inhibitor -1, HSF1 inh -2, HSP90 refold inh -5, aSyn UTR inh 0, HSF-1 act -2, IEC-6 cytotox 0 and Platelet DG rel -3.
`Cc1cccc(NC(=O)NNC(=O)c2cc3ccccc3cc2O)c1C` gave HDAC3 inhib 3, HIF act 0.0, AI-2 QS mod 30, KLF5 inhibitor -38, HSF1 inh 3, HSP90 refold inh -3, aSyn UTR inh 11, HSF-1 act -7, IEC-6 cytotox -5 and Platelet DG rel -1.

3 structures already listed, arranged by heavy-atom count, smallest number first:
Screening Cc1cccnc1NC(=O)c1ccc2nc(N)sc2c1 returned HDAC3 inhib 4, HIF act 0.2, AI-2 QS mod 14, KLF5 inhibitor -36, HSF1 inh -5, HSP90 refold inh -3, aSyn UTR inh -41, HSF-1 act 1, IEC-6 cytotox 0 and Platelet DG rel -18.
`NS(=O)(=O)c1ccc(S(=O)(=O)NCCc2ccccc2)cc1` gave HDAC3 inhib 1, HIF act -0.3, AI-2 QS mod 47, KLF5 inhibitor -28, HSF1 inh 4, HSP90 refold inh 0, aSyn UTR inh 7, HSF-1 act 2, IEC-6 cytotox 3 and Platelet DG rel -1.
For O=C(Nc1cc2c3c(c1)C1CCCC1CN3CC1CCCC21)c1ccc([N+](=O)[O-])cc1 (stereo not drawn) the results were HDAC3 inhib -8, HIF act 0.0, AI-2 QS mod 14, KLF5 inhibitor -13, HSF1 inh -4, HSP90 refold inh 3, aSyn UTR inh 18, HSF-1 act 6, IEC-6 cytotox -1 and Platelet DG rel 0.
